CF NFkB block: cystic fibrosis NF-kB activation inhibition. 360,000 tested, 0.86% active. KKLEB NF-kB-GFP reporter, PAF-induced, GFP fluorescence overnight. AID 588850. inhibition, % at 5 µM;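 active means at least 50% inhibition at 5 µM, scaled per plate between neutral and stimulator controls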;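 further: PAF is a Pseudomonas aeruginosa culture filtrate used as stimulus; plate controls were PAF-stimulated DMSO wells for no effect and unstimulated DMSO wells for full effect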
TWEAK Fn14 block: blocks TWEAK-Fn14 interaction in a reporter cell assay; TWEAK-stimulated Fn14 reporter cells, luciferase luminescence, 8 h; inhibition, % at 10 µM; 360,000 tested, 2% active; in the data active means inhibition above about 50%
TROY signal inh: blocks TROY-dependent signaling in reporter cells | Q293 LMP1-TROYcd NF-kB luciferase reporter, 4 h | inhibition, % at 10 µM | 360,000 tested, 0.98% active;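 active means compounds whose plate-normalised and pattern-corrected inhibition of the luciferase reporter signal at the single screening dose is 50% or more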
SRC3 inh: inhibits human SRC3 coactivator. Q9Y6Q9. HEK293 GAL4-SRC3 luciferase reporter, luminescence. inhibition, % at 3.6 µM. 360,000 tested, 0.17% active. AID 588352;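 active means inhibition above a per-campaign cutoff, the mean of all compounds plus 3 SD, cut at about 60% in these data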;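 further: 0% = DMSO-treated cells and 100% = gossypol-treated cells at 36 µM; higher means less SRC3-driven luciferase light from the GAL4 reporter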
Target sequence (Q9Y6Q9 whole entry, looked up, the tested form may be a part): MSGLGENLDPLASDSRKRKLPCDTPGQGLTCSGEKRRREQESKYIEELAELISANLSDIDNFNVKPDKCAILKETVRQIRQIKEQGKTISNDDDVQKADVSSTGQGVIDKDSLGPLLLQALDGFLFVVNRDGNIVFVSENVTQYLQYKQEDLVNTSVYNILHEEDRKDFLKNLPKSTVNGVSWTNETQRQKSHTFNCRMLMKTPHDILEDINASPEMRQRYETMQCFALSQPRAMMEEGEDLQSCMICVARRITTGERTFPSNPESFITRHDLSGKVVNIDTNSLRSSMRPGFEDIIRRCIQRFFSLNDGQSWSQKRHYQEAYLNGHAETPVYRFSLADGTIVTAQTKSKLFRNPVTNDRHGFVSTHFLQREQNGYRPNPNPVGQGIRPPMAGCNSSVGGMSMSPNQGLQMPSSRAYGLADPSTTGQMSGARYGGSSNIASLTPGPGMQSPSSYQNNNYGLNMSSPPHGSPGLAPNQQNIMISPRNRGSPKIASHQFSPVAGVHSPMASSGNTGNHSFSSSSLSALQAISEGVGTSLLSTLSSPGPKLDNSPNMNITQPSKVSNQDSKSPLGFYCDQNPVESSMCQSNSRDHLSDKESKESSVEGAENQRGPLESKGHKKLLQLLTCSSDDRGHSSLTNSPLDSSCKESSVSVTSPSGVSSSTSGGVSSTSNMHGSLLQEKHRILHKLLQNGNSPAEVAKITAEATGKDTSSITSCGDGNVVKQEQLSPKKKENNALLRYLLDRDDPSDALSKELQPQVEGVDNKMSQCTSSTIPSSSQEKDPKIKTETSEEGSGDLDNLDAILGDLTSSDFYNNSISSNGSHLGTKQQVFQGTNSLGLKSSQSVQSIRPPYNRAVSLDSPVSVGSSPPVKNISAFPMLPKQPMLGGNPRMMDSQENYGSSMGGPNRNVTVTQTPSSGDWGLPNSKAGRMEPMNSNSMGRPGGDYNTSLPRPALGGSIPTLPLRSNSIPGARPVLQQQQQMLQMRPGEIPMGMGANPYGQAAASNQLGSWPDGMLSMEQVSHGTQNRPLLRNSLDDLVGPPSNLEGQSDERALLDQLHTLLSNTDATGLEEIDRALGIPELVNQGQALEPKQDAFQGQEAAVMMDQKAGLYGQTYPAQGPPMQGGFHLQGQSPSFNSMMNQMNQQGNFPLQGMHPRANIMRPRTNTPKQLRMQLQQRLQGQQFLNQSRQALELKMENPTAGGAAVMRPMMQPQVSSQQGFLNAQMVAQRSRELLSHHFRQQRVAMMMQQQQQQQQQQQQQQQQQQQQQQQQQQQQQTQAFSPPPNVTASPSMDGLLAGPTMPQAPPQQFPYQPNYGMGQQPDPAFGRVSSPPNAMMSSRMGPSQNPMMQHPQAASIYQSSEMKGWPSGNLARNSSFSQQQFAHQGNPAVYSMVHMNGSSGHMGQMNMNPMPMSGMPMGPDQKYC
LRH-1 inv ag: NR5A2 inverse agonism in reporter assay. O00482. HEK293T StAR-luciferase reporter, LRH-1 transfected, 24 h. inhibition, % at 3.6 µM. 360,000 tested, 0.13% active. AID 602396;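 active means inhibition above the mean inhibition of all tested compounds plus 3 SD, cut at about 73% in these data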;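 further: 0% = DMSO wells and 100% = reporter-only cells lacking LRH-1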
LMP1 NFkB inh: reduces LMP1-driven NF-kappaB luciferase signal. LMP1-induced NF-kappaB luciferase reporter cells, luminescence. inhibition, % at 12.5 µM. 350,000 tested, 0.69% active. AID 504558; in the data active means inhibition above about 41%;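 further: 0% = neutral control wells and 100% = reference inhibitor control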
KKLEB tox: reduces viability of KKLEB cystic fibrosis airway cells; KKLEB CF airway cells viability, ATPlite luminescence, overnight; hits give low values; cells stimulated with P. aeruginosa culture filtrate; activity change (cytotoxicity), % at 5 µM; 360,000 tested, 0.36% active;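 active means corrected activity change at or below -50% at 5 µM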
SRC2 inh: inhibits human steroid receptor coactivator 2. Q15596. HEK293 GAL4-SRC2 luciferase reporter, luminescence. inhibition, % at 9 µM. 370,000 tested, 0.17% active. AID 651957;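 active means inhibition above the mean inhibition of all tested compounds plus 3 SD, set per campaign, cut at about 52% in these data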;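 further: 0% = DMSO treated cells and 100% = cells given Gossypol at 36 µM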
C8 TRAIL sens: caspase-8 TRAIL sensitization | NB7+C8 cells + TRAIL, ATPlite viability luminescence | inhibition (viability loss, TRAIL sensitization), % at 10 µM | 360,000 tested, 1% active;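 active means compounds causing at least 50% loss of cell viability in the single-dose screen, relative to plate controls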
SRC1 inh: inhibits human SRC1 coactivator; HEK293 GAL4-SRC1 luciferase reporter, luminescence; inhibition, % at 3.6 µM; 360,000 tested, 0.12% active;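 active means inhibition above the campaign mean plus 3 SD, with each screening campaign given its own cutoff, cut at about 60% in these data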;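 further: 0% = DMSO treated cells and 100% = gossypol at 36 µM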
COUP-TFII inh: NR2F2 (human) inhibition, primary screen | P24468 | HEK293T NGFI-A luciferase reporter, luminescence | inhibition, % at 8.6 µM | 370,000 tested, 0.7% active;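 active means inhibition above a per-plate cutoff, mean inhibition of test wells between control levels plus 3 SD, cut at about 38% in these data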;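 further: cells cotransfected with COUP-TFII expression vector driving the NGFI-A reporter; 0% = median of COUP-TF2 test wells and 100% = reporter-only cells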
* marks the source's active call; other numbers are inactive results; x = no result given.

SMILES	CF NFkB block	TWEAK Fn14 block	TROY signal inh	SRC3 inh	LRH-1 inv ag	LMP1 NFkB inh	KKLEB tox	SRC2 inh	C8 TRAIL sens	SRC1 inh	COUP-TFII inh
Cn1c(SCc2c(F)cccc2Cl)nc2c(c1=O)SCC2	-2.2	4.3	20.4	2.4	1.4	7.3	2.9	26.7	16.7	0.4	7.0
O=[N+]([O-])CC(c1ccccc1)P(=O)(c1ccccc1)c1ccccc1 (centres undefined)	-22.4	5.8	-6.5	9.7	14.2	-3.0	4.0	-3.4	-16.6	15.5	-0.6
CCOc1ccc2c(c1)C(N(CCN1CCOCC1)C(=O)Nc1ccc(OC)cc1OC)CC(C)(C)O2 (centres undefined)	-12.3	-35.8	8.0	12.6	-15.0	-3.2	7.9	-17.8	6.8	2.0	-5.2
O=C(NCc1ccccn1)c1ccc(=O)oc1	-2.1	2.9	-21.4	6.3	-10.6	-2.2	-2.0	-8.5	-2.1	2.7	16.1
COc1ccc(-c2nc3ncccn3c2Nc2ccc3c(c2)OCCO3)cc1	-5.9	-0.6	-10.2	-32.0	-34.8	-0.8	6.0	-9.8	-19.1	-40.9	-2.4
CN(CC(=O)Nc1cccc(F)c1)C(=O)c1cc(-c2cccs2)nn1-c1ccccc1	-5.7	7.7	16.3	3.9	7.2	-0.8	3.6	-14.3	12.5	-11.0	-8.5
CCC(=O)Nc1c(-c2cccs2)c(=O)c2ccccc2n1C	-7.7	-16.6	2.1	4.0	1.3	8.3	9.1	1.8	10.9	14.0	-11.2
Cc1ccc(OCCSc2ncnc3nc[nH]c23)cc1	-13.0	-14.1	-9.4	-50.0	-106.8	-23.5	-2.7	-18.7	14.3	-80.0	-17.3
O=S1(=O)CCOC[C@H](Cc2ccccc2)N1Cc1ccccc1Br	21.4	-22.2	-8.1	13.0	-6.3	-7.6	-37.1	-3.8	8.3	1.1	2.9
O=C(CN1CCN(Cc2ccccc2)CC1)c1ccc(Br)cc1	13.6	-9.0	-1.9	-9.7	-7.9	6.2	9.5	-11.8	-6.7	-0.5	-1.8
Cc1ccnc(NS(=O)(=O)c2ccc(NC(=O)CCc3ccccc3)cc2)n1	-16.1	5.6	22.5	-23.5	-17.4	-4.8	3.8	-22.7	-1.8	-26.0	-7.5
O=[N+]([O-])c1ccc(COc2cccc(CN3CCOCC3)c2)cc1	-41.8	0.3	-23.1	-10.9	-11.0	0.7	7.4	-2.4	12.7	-52.8	13.8
Cc1ccc(N2C(=O)N(CC(=O)N3c4ccccc4CC3C)C(=O)C2C)cc1 (centres undefined)	-19.3	0.9	3.6	-21.2	16.3	-3.9	15.5	0.9	-5.9	-2.2	-0.2
O=C(Nc1nnc(-c2ccccc2)o1)c1cccc(S(=O)(=O)N2CCOCC2)c1	-16.7	0.5	-11.2	0.4	-33.2	14.0	10.4	-5.1	7.0	-26.4	8.1
Cc1cccc2cc3c(N)c(C(=O)Nc4ccc(N5CCOCC5)cc4)sc3nc12	-59.8	57.7*	51.0*	-1.5	22.9	10.4	-31.4	2.9	29.3	-4.6	-5.7
CCn1cc(S(=O)(=O)CC(=O)Nc2ccc(OC)cc2)c2ccccc21	1.1	-2.9	-12.1	-24.1	20.4	2.5	-4.8	-27.6	-9.5	17.1	-9.1
O=C(O)C1CCN(C(=O)NC2CCCCC2)CC1	-4.4	-7.1	-1.6	20.0	7.2	6.4	-5.0	26.2	-6.0	15.1	-10.5
C/C(=N\NC(=S)Nc1ccccc1C)C1Cc2ccccc2C(=O)O1 (centres undefined)	-1.8	-10.7	-7.8	-11.8	-20.3	2.8	4.6	-82.4	-1.9	-8.5	-43.6
COc1cc(OC)nc(NC(=O)CS(=O)(=O)c2ccccc2)n1	-4.3	19.8	30.0	1.3	-10.7	4.7	-10.2	9.3	-0.7	0.2	-7.6
CCCCn1c(N)c(N(CCOC)C(=O)COC(=O)c2cc(CCC)c(C)s2)c(=O)[nH]c1=O	1.6	1.5	-7.4	-2.8	18.7	-5.8	-7.1	23.3	-10.8	-4.3	-14.5
Cc1c(NC(=O)C(C)OC(=O)COc2ccc(C#N)cc2)c(=O)n(-c2ccccc2)n1C (centres undefined)	-6.1	3.2	-3.6	17.9	-7.9	3.7	3.5	-5.1	-11.5	-14.5	10.8
O=C(Cn1c(=O)oc2ccccc21)Nc1ccc(F)cc1	-1.9	20.4	12.0	4.5	-6.1	-21.5	5.7	-7.7	-3.9	1.6	-11.6
Cc1ccc(S(=O)(=O)N2CCN(c3cc4c(cc3[N+](=O)[O-])n(C)c(=O)n4C)CC2)cc1	-11.0	34.9	50.6*	26.6	-0.6	3.9	-1.7	-34.8	19.8	21.4	3.4
Cc1ccc(S(=O)c2ccc(NC(=O)C3CC3)cc2C#N)cc1 (centres undefined)	-11.3	12.2	22.1	15.9	4.0	7.5	-0.7	19.2	13.8	-2.1	28.0
CC(=O)Nc1ccc(C(=O)N2CC(=O)NC(=O)C2)cc1	4.0	18.1	4.7	5.5	-15.6	0.1	2.7	2.1	23.1	10.2	-10.9
CC1(C)NC(=O)N(CC(=O)OCC(=O)Nc2sccc2C#N)C1=O	-11.5	3.9	-6.1	8.7	5.4	-2.0	-4.6	-26.6	4.2	-6.0	-22.3
O=C(NCc1ccccc1)c1cc(C2CCCCN2S(=O)(=O)c2cccc3cccnc23)on1 (centres undefined)	12.2	25.1	4.5	-2.0	-14.2	x	9.0	19.6	16.8	-12.6	0.1
CC(=O)Nc1ccc(S(=O)(=O)NCCCN2CCOCC2)cc1	-24.0	39.1	25.4	-1.2	13.7	-3.6	8.6	-6.6	-11.0	12.3	16.8
C#CC[N+](C)(C)CC#Cc1ccc(C)cc1	29.3	27.4	8.1	9.6	15.0	-1.5	-6.8	11.2	6.0	3.5	-9.8
COc1cccc(C(=O)OC(C)C(=O)Nc2ccc3c(c2)OCO3)c1 (centres undefined)	-0.6	18.9	-8.7	12.5	-4.5	-4.8	3.2	13.3	9.6	-11.6	10.4
Cc1ccsc1C(=O)NNC(=O)c1ccncc1	13.6	16.6	7.0	-20.6	2.2	3.0	7.8	-12.4	8.5	-60.4	-13.2
O=C(COC(=O)C1CC2C=CC1C2)NCCc1ccccc1 (centres undefined)	2.7	2.1	-7.7	8.3	31.4	-6.8	-0.5	-3.8	3.6	-7.1	-5.2
CCOc1ccc(C(C(=O)NC2CCCCC2)N(C(=O)c2csnn2)C2CC2)cc1 (centres undefined)	-4.4	12.6	-14.0	5.8	0.2	1.5	4.2	3.5	1.4	5.2	8.9
COC(=O)CNC(=O)c1ccc2c(c1)S(=O)(=O)c1ccccc1C2=O	-11.8	65.4*	x	-9.1	-0.7	-6.6	6.1	-16.5	-2.1	-9.3	-16.0
COc1cc(C(=O)Nc2ccc(C(=O)c3cccs3)cc2)cc(OC)c1OC	6.4	-5.5	3.8	2.0	-18.9	5.9	-3.3	6.5	-13.9	-6.8	-11.8
C[C@H](CO)N1C[C@H](C)[C@H](CN(C)S(=O)(=O)c2ccccc2)Oc2c(NS(C)(=O)=O)cccc2C1=O	-6.1	-19.9	12.9	7.7	0.3	-8.0	5.2	-30.2	-5.8	-2.6	0.7
[O-][n+]1onc2c1CCc1nnccc1-2	2.3	-12.7	-47.5	-14.5	-11.4	1.5	-9.8	-29.9	14.4	0.7	-13.3
Clc1ccc(CN2CCN(c3ccccc3)CC2)cn1	-22.8	-5.2	-4.7	13.3	-3.0	-9.8	3.9	2.0	3.6	-8.3	3.3
O=C(Nc1nncs1)c1ccccc1Br	16.1	-2.8	26.5	16.6	24.9	0.6	7.2	-0.9	0.2	10.1	-39.9
NS(=O)(=O)c1ccc(CCNC(=O)c2ccc3c(c2)N(Cc2ccccc2)CCS3)cc1	4.3	3.3	8.1	9.5	3.5	-11.5	-8.6	-49.5	6.7	12.2	20.0
COc1ccc(-c2csc(C(C)(O)c3ccc(F)c(F)c3)n2)cc1OC (centres undefined)	-0.5	-17.7	-24.8	-8.0	4.9	x	-7.6	-4.3	10.8	-4.0	13.2
COC(=O)c1ccccc1C(=O)c1cccc2ccccc12	-1.0	1.1	5.1	6.4	3.2	-1.1	-1.0	-3.3	13.2	2.0	1.2
CC(C)(O)C#Cc1ccc(CN2CCN(Cc3ccccc3)C(CCO)C2)cc1 (centres undefined)	6.2	0.9	7.8	8.2	-5.4	10.2	-2.5	-15.3	1.3	-1.5	3.5
O=C(NNC(=O)c1ccco1)c1cccc(Br)c1	-2.8	-2.4	5.4	-35.1	-2.9	-1.4	1.0	-8.0	-5.1	1.2	-11.5
CCCCc1nnc(NC(=O)C2CC(=O)N(c3ccc4c(c3)OCCO4)C2)s1 (centres undefined)	-11.3	9.6	-8.6	0.3	6.6	3.8	12.8	-9.3	-4.5	3.0	11.4
CCOc1cc(C2C(C(=O)O)c3cc(OCC)c(OCC)cc3C(=O)N2C)ccc1O (centres undefined)	9.3	2.5	17.9	8.8	19.7	-0.3	2.1	10.4	3.7	10.9	9.6
O=C(CSc1n[nH]c(-c2ccccc2)n1)NC(=O)NCc1ccco1	-3.1	11.5	5.4	5.5	-1.9	-0.8	4.6	6.9	3.8	-5.7	7.5
CCN1C(=NCC(C)C)N[C@@H](c2cccc(F)c2)C(C(=O)OC)=C1C	-13.3	-22.4	-10.1	6.4	-13.6	3.8	9.4	-8.7	-3.8	-8.7	-9.4
O=S1(=O)CCC(NC(=S)Nc2ccc(Cl)cc2)C1 (centres undefined)	2.6	-15.1	-0.7	6.7	-20.4	-7.4	2.8	-21.3	-15.0	0.1	0.9
CC(NC(=O)c1ccc(S(=O)(=O)Nc2ccccc2Cl)cc1)c1ccncc1 (centres undefined)	8.9	11.6	-2.8	13.5	-9.2	17.9	8.1	-0.2	24.5	4.4	0.0
Cc1nc2nc(-c3ccccc3)cc(=O)n2[nH]1	-17.5	7.9	-31.3	1.5	-34.0	4.4	3.4	-9.3	31.5	-15.7	3.0
Cc1cn([C@H]2C[C@H](O)[C@@H](CNC(=O)CNC(=O)CN)O2)c(=O)[nH]c1=O	-5.3	-3.7	5.0	-12.2	-5.2	6.8	-10.0	-14.5	10.7	-4.8	6.6
Nc1ncc2c(n1)-c1ccccc1CC2	29.9	30.4	6.0	22.9	-11.2	7.6	-4.5	-10.9	-6.7	20.0	7.2
Cc1cs/c(=N\N=C\c2ccc(O)cc2)n1Cc1ccco1	18.5	-20.0	-26.7	-26.6	-46.2	-13.3	-9.2	-17.8	-8.2	-35.3	-18.1
Cc1ccc(CN2CC(C(=O)N3CC(C)CC(C)C3)CC2=O)cc1 (centres undefined)	4.0	2.8	-1.8	9.6	4.3	-7.5	4.3	-6.8	-0.9	-5.7	-17.5

Two compounds drawn at random from those above, as already listed:
SMILES	CF NFkB block	TWEAK Fn14 block	TROY signal inh	SRC3 inh	LRH-1 inv ag	LMP1 NFkB inh	KKLEB tox	SRC2 inh	C8 TRAIL sens	SRC1 inh	COUP-TFII inh
O=[N+]([O-])c1ccc(COc2cccc(CN3CCOCC3)c2)cc1	-41.8	0.3	-23.1	-10.9	-11.0	0.7	7.4	-2.4	12.7	-52.8	13.8
O=C(CN1CCN(Cc2ccccc2)CC1)c1ccc(Br)cc1	13.6	-9.0	-1.9	-9.7	-7.9	6.2	9.5	-11.8	-6.7	-0.5	-1.8

Compound activity (PubChem)
